Source: PubChem (National Center for Advancing Translational Sciences (NCATS))
PNC assembly inh = inhibitors of perinucleolar compartment assembly. AID 2417. 140,000 compounds, 3.1% hits. activity change (PNC), negative = inhibition, % at 10 µM. PC3M PTB-GFP, PNC prevalence imaging, 16 h; hits give low values;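 active means readout at or below -70, meaning at least 70% loss of cells showing the perinucleolar compartment, a nuclear body marking cancer cells; inconclusive means readout between -30 and a set limit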;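 further: plate controls were DMSO wells for no effect and camptothecin positive control wells for full effect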
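Read-out is percentage of cells bearing a perinucleolar compartment, from automated 20x imaging of fixed, Hoechst-stained PC3M PTB-GFP cells. Cells were seeded 4 h, then exposed 16 h to compound (23 nl of library stock) in duplicate plates.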
IMPase cell inh = IMPase inhibition in cells; P97697; 120,000 tested, under 10 active; inhibition (IP1 accumulation), % at 46.1 µM; CHO-M1 cells, IP1 accumulation, HTRF TR-FRET ratio; active means well fitted curve in the direction sought with a large enough effect in the signal ratio, not every such curve was filed as active; inconclusive means small, poorly fitted or top-dose-only effect, or a change in a side signal; inactive means no such curve, though single readings can be large or run the other way; the % refers to the signal ratio;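 further: cells stimulated with carbachol in lithium chloride buffer; plate controls were DMSO basal wells for no effect and reference inhibitor wells for full effect; higher means more IMPase inhibition seen as more IP1 and lower FRET ratio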
Target sequence (P97697 whole entry, looked up): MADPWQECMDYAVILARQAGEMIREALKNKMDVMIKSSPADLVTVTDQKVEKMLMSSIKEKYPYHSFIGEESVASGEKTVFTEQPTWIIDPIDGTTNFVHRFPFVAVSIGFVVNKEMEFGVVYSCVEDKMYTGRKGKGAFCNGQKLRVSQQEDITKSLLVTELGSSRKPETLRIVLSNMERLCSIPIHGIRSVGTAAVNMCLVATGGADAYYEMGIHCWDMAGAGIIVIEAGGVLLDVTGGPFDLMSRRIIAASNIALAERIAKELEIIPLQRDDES
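Cellular IMPase inhibition is scored as a rise in cytosolic IP1, detected by competitive TR-FRET between d2-labelled IP1 and a europium anti-IP1 antibody. M1-expressing CHO cells were stimulated with carbachol for 30 min at 37C, with lithium (50 mM LiCl) present in the buffer.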
ALOX12 inhib = blocks human 12-lipoxygenase activity; 150,000 compounds, 0.12% hits; purified 12-hLO, xylenol orange hydroperoxide absorbance; Potency, µM (top dose mostly 57.1 µM), for the others: top-dose activity change, negative = inhibition, actives largely listed as inhibitors; P18054; further: potency means the concentration at half of the fitted maximal effect; nearly all actives have a fitted effect of over 55% in size; many of its hits are not listed in these tables
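Purified human 12hLO (150 nM final) was preincubated with compounds for 15 min at room temperature in 25 mM Hepes pH 7.0, 0.01% Triton X-100, then reacted with 40 uM arachidonic acid for 30 min. Hydroperoxide was detected with ferrous iron/xylenol orange.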
15-hLO-2 inh = blocks human 15-lipoxygenase 2 activity; Potency, µM (highest dose often 57.1 µM), inactives show at the highest dose activity change, negative = inhibition, usual class: inhibitors; O15296; AID 881; 110,000 compounds, 0.56% hits; purified 15hLO-2, xylenol orange hydroperoxide absorbance; further: potency means the concentration at half of the fitted maximal effect; nearly all actives have a fitted effect of over 60% in size; many of its hits are not listed in these tables
Target sequence (O15296 whole entry, looked up): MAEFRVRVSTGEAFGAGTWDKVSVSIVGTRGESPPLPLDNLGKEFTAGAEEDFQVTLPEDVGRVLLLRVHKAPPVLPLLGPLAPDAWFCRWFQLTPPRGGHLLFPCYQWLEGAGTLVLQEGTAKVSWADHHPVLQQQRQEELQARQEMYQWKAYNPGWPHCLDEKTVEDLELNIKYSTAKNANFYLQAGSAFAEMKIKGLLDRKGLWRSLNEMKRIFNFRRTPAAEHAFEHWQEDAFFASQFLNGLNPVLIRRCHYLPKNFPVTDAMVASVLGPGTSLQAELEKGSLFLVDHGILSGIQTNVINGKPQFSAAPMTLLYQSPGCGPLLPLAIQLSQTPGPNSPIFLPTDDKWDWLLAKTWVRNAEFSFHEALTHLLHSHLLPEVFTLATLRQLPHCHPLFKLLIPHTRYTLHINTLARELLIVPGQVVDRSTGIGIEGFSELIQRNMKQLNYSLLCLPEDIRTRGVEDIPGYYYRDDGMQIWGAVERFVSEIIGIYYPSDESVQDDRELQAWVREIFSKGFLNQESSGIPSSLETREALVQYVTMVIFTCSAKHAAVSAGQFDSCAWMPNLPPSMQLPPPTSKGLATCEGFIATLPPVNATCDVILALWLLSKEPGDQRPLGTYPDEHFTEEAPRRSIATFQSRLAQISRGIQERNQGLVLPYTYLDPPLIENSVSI
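Purified human 15hLO-2 (50 nM final) preincubated with compounds 15 min at room temperature in 25 mM Hepes pH 7.5, 0.01% Triton X-100, then 45 uM arachidonic acid added for 90 min; hydroperoxide detected via ferrous/xylenol orange, 573/405 nm absorbance ratio.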
Numbers without * were called inactive; ? = inconclusive; . = not tested or not shown; [ ] = remark or other dose. Unless noted, the call rests on the fitted dose curve; in most records, active means well fitted curve in the direction sought with a large enough effect; inconclusive means small, poorly fitted or top-dose-only effect, or another doubt; inactive means no such curve, though single readings can be large; an effect the other way counts as inactive or inconclusive. Unless noted, on the % scale 0 is the no-effect control and ±100 the full control effect.

SMILES	PNC assembly inh	IMPase cell inh	ALOX12 inhib	15-hLO-2 inh
Cc1cc(C(=O)NC(=S)Nc2cccc(NC(=O)C(C)C)c2)ccc1[N+](=O)[O-]	?	10	-2%	.
COc1ccc2ncc(OC(C)=O)cc2c1	4	.	-4%	.
O=c1cc(CN2CCN(Cc3ccccc3)CC2)c2cc(Cl)ccc2o1	0	11	-3%	7%
CCC1=C(OC(=O)N(CC)CC)N2C(=O)OC(=NCCc3c[nH]c4ccccc34)[C@]2(Cc2ccccc2)[C@H]2C1=CC[C@H]1C(=O)N(CC(=O)OC)C(=O)[C@H]12	.	.	-5%	5%
O/N=C1/CC/C(=N\O)c2nn(-c3ccccc3)nc21	1	6	-1%	-3%
Cc1ccc(C(=O)NCCSc2ccc(Cl)cc2)cc1S(=O)(=O)Nc1ccccc1	52	18	2%	-4%
Cn1cc(/C=C(\C#N)C(=O)Nc2ncc(Cc3cccc(Cl)c3)s2)c2ccccc21	-12	2	0%	.
COc1ccc(N2C(=O)CC(N3CCN(S(=O)(=O)c4c(F)cccc4F)CC3)C2=O)cc1OC (stereo not given)	41	-3	0%	-4%
CN1CCc2c(C#N)c(N3CCCCC3)nc(NCc3ccccc3)c2C1	-10	7	-27%	22%
CCOc1cc(C)c(S(=O)(=O)Nc2ccc(Cl)cn2)cc1C	3	-9	-17%	-3%
C=CCOC(=O)C1=C(C)OC(N)=C(C#N)C1c1ccc(OC)c(CSc2ccccn2)c1 (stereo not given)	?	2	1%	.
O=C(NCCN1C(=O)S/C(=C\c2cccs2)C1=O)[C@H](Cc1ccccc1)N1C(=O)c2ccccc2C1=O	18	.	1%	.
COc1ccc(C(=O)/C=C\c2ccc(NC(=O)c3cccs3)cc2)cc1	14	-2	-1%	4%
O=S(=O)(c1ccccc1)N1CCC2(CC1)CN(c1ccccc1)C2	.	.	-7%	-5%
COc1ccc(/C=C(/NC(=O)c2ccccc2)c2nc3ccc(Cl)cc3[nH]2)cc1OC	6	.	0%	.
CCc1c2c(nc3cccc(OC)c13)OC(CC)C2 (stereo not given)	.	.	-4%	-6%
Cc1cc(=O)oc2cc(OCCSc3nnc(-c4ccccc4)o3)ccc12	100	.	3%	.
Cc1ccc(NC(=O)c2c(-c3ccccc3)noc2C)nc1	-17	.	-2%	.
Cc1ccc(S(=O)(=O)CC2CSc3nnc(C)c(=O)n32)cc1 (stereo not given)	23	2[1.84 µM]	0%	0%[11.4 µM]
O=C(c1ccc(Cl)nc1)N1CCc2ccccc2C1	?	-11	-9%	-5%
O=C(Cn1ncc(Cl)c(Cl)c1=O)N1CCN(S(=O)(=O)c2ccc3ccccc3c2)CC1	-16	6	2%	.
Cc1nc([N+](=O)[O-])c(N2CCN(C)CC2)n1Cc1ccccc1	-88*	8	7%	-2%
CCCCn1cnc2c1c(=O)n(C)c(=O)n2C	242	-7	-1%	.
N#CC1(Cc2ccc([N+](=O)[O-])cc2)c2ccccc2C=CN1C(=O)c1ccccc1 (stereo not given)	10	-4	1%	0%
O=C1CC(N2CCN(c3nc4ccccc4s3)CC2)C(=O)N1c1ccc(F)cc1 (stereo not given)	74	-9	-2%	-3%

Only IMPase cell inh, for five of the compounds above:
| mol | IMPase cell inh |
| --- | --- |
| O/N=C1/CC/C(=N\O)c2nn(-c3ccccc3)nc21 | 6 |
| Cc1ccc(C(=O)NCCSc2ccc(Cl)cc2)cc1S(=O)(=O)Nc1ccccc1 | 18 |
| Cn1cc(/C=C(\C#N)C(=O)Nc2ncc(Cc3cccc(Cl)c3)s2)c2ccccc21 | 2 |
| COc1ccc(N2C(=O)CC(N3CCN(S(=O)(=O)c4c(F)cccc4F)CC3)C2=O)cc1OC (stereo not given) | -3 |
| CN1CCc2c(C#N)c(N3CCCCC3)nc(NCc3ccccc3)c2C1 | 7 |

The list goes on:
SMILES	PNC assembly inh	IMPase cell inh	ALOX12 inhib	15-hLO-2 inh
COCCNC(=O)CN(C(=O)CCC(=O)Nc1ccccn1)c1ccc(F)cc1	?	1	-2%	6%
O=C(CSC1=Nc2ccccc2C2=NC(CC(=O)NCc3ccco3)C(=O)N12)NCC1CCCO1 (stereo not given)	-28	-2	-5%	11%
COc1ccc(NCC(=O)Nc2ccc(Cl)cc2C)c(OC)c1	?	-8[1.84 µM]	-3%	-2%[11.4 µM]
O=C(NC1CCN(Cc2ccccc2)CC1)C1COc2ccccc2O1 (stereo not given)	35	13	6%	7%
Cc1nccn1-c1ccc(C(F)(F)F)cc1NC=O	48	2	1%	3%
O=C(CCN1C(=O)c2ccccc2C1=O)Oc1ccc2ccccc2c1	?	3	-14%	4%
COc1ccc(CNc2nc(-c3ccoc3)nc3ccccc23)c(OC)c1	.	.	0%	27%
CN(C)c1ccc(C(CC(=O)c2ccccc2)C2CCCCC2=O)cc1 (stereo not given)	78	2	0%	.
Cc1cc(Cl)ccc1OCc1nc(-c2ccc(O)cc2)n[nH]1	7	13	-6%	-2%
Cc1c(C(=O)NCCc2ccc3c(c2)OCCO3)oc2ccccc12	11	10	-7%	7%
CCC(C)(C(=O)NC1CCCC1)N(C(=O)CC1NC(=O)NC1=O)c1ccc(C)cc1 (stereo not given)	27	6	3%	3%
COc1cccc(C(=O)NCc2cccnc2)c1	?	4	5%	-7%
Cc1ccc(OCCn2cnc3c(N)ncnc32)cc1	60	6	-4%	-18%
O=C(CN1C(=O)CCSc2ccccc21)Nc1ccc2c(c1)OCO2	-9	-2	-1%	9%
CCCCn1nnnc1NCc1ccc(N2CCCC2)cc1	2	16	6%	-11%
COc1ccc(C)cc1NC(=O)CSc1nnc(-c2ccc(OC)c(OC)c2)n1N	19	-1	-1%	2%
CCc1nnc(SCc2ccc(OC)c(Br)c2)n1N	19	5	0%	2%
Cc1cc(Nc2cccc(F)c2)nc(NCc2ccccc2)n1	-20	.	0%	.
CC(C)c1ccc(NC(=O)NC2CCCCC2)cc1	?	-8	-11%	-5%
CS(=O)(=O)N1CCc2ccccc2C1	287	-1	0%	.
Cc1ccc(C(=O)NCC(=O)OCC(=O)c2c(N)n(C)c(=O)n(C)c2=O)s1	?	5	-2%	1%
COc1ccc(N2C(=O)C(=O)/C(=C(/O)c3ccc(C)cc3)C2c2cccnc2)cc1 (stereo not given)	76	.	-7%	.
COc1ccc(/C=C/C(=O)OCC(=O)c2c(N)n(C)c(=O)n(C)c2=O)cc1	-16	.	2%	.
C(=N\N1CCN(Cc2ccccc2)CC1)/c1cccs1	-9	-3	-1%	11%
CCc1sc(-c2c(C#N)c(N)nc3c2CCCCCC3)cc1[N+](=O)[O-]	77	4	2%	-1%

Look-ups from the results shown:
Cc1c(C(=O)NCCc2ccc3c(c2)OCCO3)oc2ccccc12 – 15-hLO-2 inh = 7%
O=C(CSC1=Nc2ccccc2C2=NC(CC(=O)NCc3ccco3)C(=O)N12)NCC1CCCO1 (stereo not given) – IMPase cell inh = -2

Back to the main list; the 3 compounds before the break are reprinted first.
SMILES	PNC assembly inh	IMPase cell inh	ALOX12 inhib	15-hLO-2 inh
COc1ccc(/C=C/C(=O)OCC(=O)c2c(N)n(C)c(=O)n(C)c2=O)cc1	-16	.	2%	.
C(=N\N1CCN(Cc2ccccc2)CC1)/c1cccs1	-9	-3	-1%	11%
CCc1sc(-c2c(C#N)c(N)nc3c2CCCCCC3)cc1[N+](=O)[O-]	77	4	2%	-1%
CCN(Cc1ccccc1)S(=O)(=O)c1ccc(C(=O)Nc2nnc(-c3ccccc3OC)o2)cc1	?	-6	9%	51%[activator]
O=C(NCC(=O)N(Cc1ccccc1)C(C(=O)NC1CCCC1)c1ccco1)c1ccco1 (stereo not given)	?	4	1%	-8%
COCc1cc(C)n(CC(=O)NC(C)c2ccccc2)c(=O)c1C#N (stereo not given)	?	-4	5%	0%
COc1ccc(CCNC(=O)c2ccc(NS(=O)(=O)c3c(C)noc3C)cc2)cc1OC	8	?	0%	4%
Cc1cc(=O)oc2cc(OCC(=O)Nc3nnc(CC(C)C)s3)ccc12	38	9	9%	-17%
CCCCN1CCc2[nH]c(=S)[nH]c(=O)c2C1	46	-7	-2%	.
CCOC(=O)C(C(=O)Nc1ccccn1)C1CCCCC1 (stereo not given)	-6	-9	4%	7%
CCCn1nc(C(=O)Nc2cccc(C(=O)OC)c2)c2ccccc2c1=O	10	12	-8%	-5%
CCC(CC)C(=O)Nc1cc(C)cc(C)c1	-25	2	-4%	-2%
CCOC(=O)c1nnn(-c2nonc2N)c1CN(C)C1CCCCC1	?	-1	3%	3%
CC1=CC(C)C2C(=O)N(c3ccccc3)C(=O)C2C1 (stereo not given)	17	-1	-9%	-3%
Cc1sc(NC(=O)c2ccccc2)c(C#N)c1-c1ccccc1	?	.	-1%	.
CC12CCC(c3n[nH]c(=S)nc31)C2(C)C (stereo not given)	-113*	.	-2%	.
O=C(O)CCCn1nc(C(F)(F)F)c2c1CCCCC2	-92*	1	-4%	4%
CC(=O)NC(Cc1ccccc1F)C(=O)NC1CCN(C(=O)c2cnccn2)CC1 (stereo not given)	27	-8	-1%	-2%
CCOc1cc(/C=N/NC(=O)c2cccs2)ccc1OC(=O)N1CCOCC1	-11	.	5%	.
O=C(Nc1cnn(Cc2c(Cl)cccc2Cl)c1)C(c1ccccc1)c1ccccc1	-9	1	-6%	5%
CCOC(=O)N1CCN(Cc2ccc(F)cc2F)CC1	1	-3	3%	-3%
CCN1C(=O)C(CC(=O)NC)N(NC(=O)c2ccccc2)C1=S (stereo not given)	-15	.	7%	.
COc1ccc(Cn2c(-c3ccccc3)nc3c(c(=O)c4ccccc4n3C)c2=O)cc1	-16	-13	-2%	.
CCn1c(SCC(=O)Nc2cc(C)on2)nc2sc(C)c(C)c2c1=O	-2	-3	0%	-16%
CCCC(=O)N1CCN(c2ccc(NC(=O)c3ccc(Br)o3)cc2)CC1	?	-1	-11%	-1%
CCOC(=O)Cc1csc(Nc2c(C)n(C)n(-c3ccccc3)c2=O)n1	12	-3	-4%	8%
CC1(C)[C@@H](CC(=O)O)CCC[C@@H]1CC(=O)O	.	.	0%[11.4 µM]	-3%[11.4 µM]
O=C(COc1ccc(Cl)cc1Cl)N1CCCN(C(=O)COc2ccc(Cl)cc2Cl)CC1	3	1	?	9%
Cc1[nH]c2ccccc2c1C(=O)CN1CCC(C)CC1	-2	-2	-4%	0%
O=C1c2ccccc2C(=O)N1CCCC(=O)N1CCc2ccccc21	?	-3	3%	1%
CCOC(=O)N1CCN(c2nc3c(c(=O)[nH]c(=O)n3C)n2Cc2ccccc2Cl)CC1	6	-4	-1%	9%
N#CCCN1CCN(S(=O)(=O)c2ccc3c(c2)OCCCO3)CC1	4	-2	9%	7%
O=C(COC(=O)C1CC1)Nc1ccc(N=Nc2ccccc2)cc1	-11	.	1%	.
Cc1oc(-c2ccccc2Cl)nc1CSCC(=O)O	35	-7	-1%	1%
COc1ccc(/C=C/C(=O)NC(=S)Nc2cc3oc4ccccc4c3cc2OC)cc1	19	.	-5%	.
Cn1c(N)c(C(=O)CSc2ccc3c(c2)OCCO3)c(=O)n(C)c1=O	-19	17	10%	-1%
O/N=C(/CN(O)/C=C1/C=CC=N1)c1cccs1	-6	5	3%	-8%
COc1ccccc1NC(=O)CN1CCN(CC(=O)Nc2ccc(OCc3ccccc3)cc2)CC1	49	8	1%	23%

A portion of the library (hit frequency here may not be typical).
